Screening data: PubChem BioAssay, Sanford-Burnham Center for Chemical Genomics
Apaf1 inhib: inhibitors of human Apaf-1 apoptosome, primary screen, biochemical, DEVD-Rh110 fluorescence, uHTS; hit rate 0.71% among 330,000; inhibition, % at 20 µM; reconstituted apoptosome caspase-3 activity; Apoptotic protease-activating factor 1 (Homo sapiens), O14727; active = inhibition of at least 40% at 20 µM;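 also: plate controls were DMSO wells for no effect and DEVD-CHO caspase inhibitor wells for full effect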
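Material: biochemical Apaf-1 apoptosome reconstitution. Medium: Hepes buffer, pH 7.5. Also added: cytochrome c activation, bis-DEVD rhodamine 110 substrate. Timing: 30 min compound preincubation, 50 min activation, room temperature. Measured by: rhodamine 110 fluorescence at Ex 480/Em 540 nm.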
HKDC1 inh: HKDC1 hexokinase inhibitors, primary screen, biochemical, fluorescence, uHTS; recombinant HKDC1, G6PDH/diaphorase resazurin coupled fluorescence; hit rate 0.16% among 340,000; inhibition, % at 20 µM; Q2TB90;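 active = inhibition above about 35% when tested at 20 µM, limit read from the data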;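 also: plate controls were DMSO wells with enzyme for no effect and DMSO wells lacking enzyme for full effect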
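Assay system: in-house recombinant HK5 (HKDC1) enzyme. Input: HKDC1 at 5 µg/mL. Medium: Tris pH 8.0 buffer with MgCl2, Tween-20, BSA, BME. Dosing: single 20 µM dose. Schedule: 90 min reaction incubation at room temperature, dark. Signal: resazurin-to-resorufin fluorescence via G6PDH and diaphorase coupling, 525/613 nm. Controls: DMSO-enzyme wells negative, buffer-substituted wells positive.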
Jurkat NFkB inh: inhibitors of induced NF-kB luciferase reporter, primary screen, TCR NF-kB activation inhibitor project, cell-based, luminescence, uHTS; Jurkat, PMA/ionomycin-induced NF-kB luciferase reporter; inhibition, % at 4 µM; hit rate 0.53% among 330,000; AID 435003, 2010
UBC13 polyUb: UBC13 polyubiquitin chain formation inhibitors, primary screen, biochemical, TR-FRET, uHTS. Ubiquitin-conjugating enzyme E2 N (Homo sapiens), P61088. inhibition, % at 20 µM. hit rate 0.47% among 330,000; in the data active = inhibition above about 45%, passing the limit was not always enough
Target sequence (P61088 whole entry, looked up): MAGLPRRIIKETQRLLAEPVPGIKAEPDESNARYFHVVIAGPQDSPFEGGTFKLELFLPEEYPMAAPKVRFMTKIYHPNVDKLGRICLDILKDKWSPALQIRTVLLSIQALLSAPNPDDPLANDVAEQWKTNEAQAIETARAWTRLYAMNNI
SENP7 block: SENP7 protease inhibitors, primary screen, biochemical, luminescence, uHTS | hit rate 1.5% among 330,000 | recombinant SENP7, Z-RLRGG-aminoluciferin luminescence, 40 min | inhibition, % at 5 µM | Sentrin-specific protease 7 (Homo sapiens), Q9BQF6;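 active = inhibition above about 50% at the single test dose, limit read from the data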;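 also: plate controls were DMSO with enzyme for no effect and no enzyme buffer wells for full effect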
Target sequence (Q9BQF6 706-1050 limits assumed): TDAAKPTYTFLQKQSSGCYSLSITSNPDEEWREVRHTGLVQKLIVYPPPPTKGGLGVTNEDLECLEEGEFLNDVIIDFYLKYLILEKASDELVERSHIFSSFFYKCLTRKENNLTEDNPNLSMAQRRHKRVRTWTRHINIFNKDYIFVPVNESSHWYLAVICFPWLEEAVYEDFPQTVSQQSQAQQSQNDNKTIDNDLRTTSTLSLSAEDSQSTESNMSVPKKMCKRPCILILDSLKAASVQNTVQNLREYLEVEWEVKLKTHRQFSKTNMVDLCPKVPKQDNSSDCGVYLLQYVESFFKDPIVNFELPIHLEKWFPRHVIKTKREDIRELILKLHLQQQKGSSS
SENP8 block: SENP8 protease inhibitors, primary screen, biochemical, luminescence; hit rate 1.2% among 330,000; AID 2540, 2010; purified SENP8, Z-RLRGG-aminoluciferin cleavage; Sentrin-specific protease 8 (Homo sapiens), Q96LD8; inhibition, % at 10 µM
Target sequence (Q96LD8 whole entry, looked up): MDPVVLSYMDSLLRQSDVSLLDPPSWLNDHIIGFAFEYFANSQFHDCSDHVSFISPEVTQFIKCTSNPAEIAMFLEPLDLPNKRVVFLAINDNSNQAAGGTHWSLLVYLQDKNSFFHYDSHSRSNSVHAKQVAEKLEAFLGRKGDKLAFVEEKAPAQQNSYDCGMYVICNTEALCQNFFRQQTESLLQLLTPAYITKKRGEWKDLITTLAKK
697 NFkB inh: inhibitors of PMA/ionomycin-induced NF-kB reporter, 697 cells, primary screen, B-cell NF-kB inhibitor project, cell-based, luminescence, uHTS | hit rate 0.33% among 330,000 | 697 B-cell NF-kB luciferase reporter, 16 h | inhibition, % at 4 µM; in the data active = inhibition above about 35%
Gli-Sufu block: Gli-Sufu pathway antagonists, primary screen, luciferase luminescence, Sufu-KO-LIGHT cells, uHTS | AID 588413, 2011 | Sufu-KO-LIGHT fibroblasts, Gli luciferase reporter luminescence | inhibition, % at 5 µM | hit rate 0.74% among 340,000;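 active = inhibition above about 55%, limit read from the data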;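 also: 0% = DMSO-treated cells and 100% = wells with medium but no cells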
Active calls of the source: *; . = not tested or not shown. Rule as the data show it, unless noted: active = inhibition above about 50%; inactive = the rest. No enrichment for hits; any-hit rate near 3.6%.

1) CCC1Sc2ccc(S(=O)(=O)CCC(=O)Nc3cccc(Br)c3)cc2NC1=O (centres undefined)
2) Cc1cccc(C)c1NC(=O)/C(C#N)=C/c1ccc(-c2ccc(C(=O)O)cc2)o1
3) O=C(OCC(CO)OC(CO)n1ccc(=O)[nH]c1=O)c1ccccc1 (centres undefined)
4) Cc1cccc2sc(NC(=O)CSCc3ccccc3)nc12
5) CCOc1ccc(NC(=O)c2ccc(NC(=S)NC3CCCCC3)cc2)cc1
6) C=C(C)CC(c1ccccc1)N(C(C)=O)c1ccco1 (centres undefined)
7) O=C(c1n[nH]c2ccccc12)N1CCN(c2ccc(F)cc2)CC1
8) O=C(CNC(=O)c1sc2ccccc2c1Cl)NCc1ccccc1
Screen / compound no.,1,2,3,4,5,6,7,8
Jurkat NFkB inh,-7,-4,4,-1,-25,-18,-6,13
Gli-Sufu block,-6,-27,-3,-12,-32,-10,-5,2
Apaf1 inhib,5,1,-8,12,4,7,-16,11
HKDC1 inh,2,5,3,6,-5,-5,-1,2
SENP7 block,1,-8,-3,6,0,-3,-6,-5
697 NFkB inh,-1,-128,-1,-15,-58,-21,-14,24
UBC13 polyUb,4,1,7,-4,-15,-4,9,6
SENP8 block,-4,6,1,0,-2,-2,-9,-5

Some of these compounds in order of length of the SMILES, low to high:
4) Cc1cccc2sc(NC(=O)CSCc3ccccc3)nc12
8) O=C(CNC(=O)c1sc2ccccc2c1Cl)NCc1ccccc1
7) O=C(c1n[nH]c2ccccc12)N1CCN(c2ccc(F)cc2)CC1
3) O=C(OCC(CO)OC(CO)n1ccc(=O)[nH]c1=O)c1ccccc1 (centres undefined)
1) CCC1Sc2ccc(S(=O)(=O)CCC(=O)Nc3cccc(Br)c3)cc2NC1=O (centres undefined)
2) Cc1cccc(C)c1NC(=O)/C(C#N)=C/c1ccc(-c2ccc(C(=O)O)cc2)o1
Screen / compound no.,4,8,7,3,1,2
Jurkat NFkB inh,-1,13,-6,4,-7,-4
Gli-Sufu block,-12,2,-5,-3,-6,-27
Apaf1 inhib,12,11,-16,-8,5,1
HKDC1 inh,6,2,-1,3,2,5
SENP7 block,6,-5,-6,-3,1,-8
697 NFkB inh,-15,24,-14,-1,-1,-128
UBC13 polyUb,-4,6,9,7,4,1
SENP8 block,0,-5,-9,1,-4,6

Additional compounds follow:
9) COc1cc(OC)c(S(=O)(=O)N2CCN(C(=O)c3ccccc3F)CC2)cc1NC(C)=O
10) O=C(NCc1cccs1)c1cc(S(=O)(=O)N2CCOCC2)c(Cl)cc1Cl
11) CCOC(=O)c1c(CSc2ccccc2)oc2cc(Br)c(O)c(CN(C)C)c12
12) CCOC(=O)CN1CCC(c2ccccc2)CC1
13) COc1cc([N+](=O)[O-])ccc1NC(=O)Cc1ccccc1
14) CCc1nnc(NC(=O)c2ccc3ccccc3n2)s1
15) CN1CCN(c2ccccc2NC(=O)c2cc(Br)ccc2Cl)CC1
16) CC(=O)NC1CSCC1OC(C)=O (centres undefined)
Screen / compound no.,9,10,11,12,13,14,15,16
Jurkat NFkB inh,-5,-2,-10,-11,17,-81,-4,-5
Gli-Sufu block,-7,10,0,0,6,-74,-1,0
Apaf1 inhib,-8,-3,4,-15,-13,-5,15,-10
HKDC1 inh,5,4,-3,-6,-6,13,-6,-9
SENP7 block,18,-3,-1,-1,-1,0,-3,-2
697 NFkB inh,14,12,-17,0,5,-118,1,1
UBC13 polyUb,-2,0,-4,-2,2,-1,3,9
SENP8 block,0,5,-6,-4,-7,-7,4,0

17) CCc1ccc(NC(=O)CSc2nnc(-c3ccco3)o2)cc1
18) COc1ccccc1N1CCN(C(=O)CSc2nc(C)c(Cc3ccccc3)c(=O)[nH]2)CC1
19) Cc1ccc(-n2ncc3c(=O)n(CC(=O)NCc4ccco4)cnc32)cc1
20) CCN(CC(=O)Nc1c(F)cccc1F)C(=O)CCC(=O)c1ccc(F)cc1
21) CN1CCc2c(n(CC(O)CNCc3ccccc3)c3ccccc23)C1=O (centres undefined)
22) COc1ccc(-c2cn[nH]c2-c2ccc(OCc3ccccc3)cc2O)cc1
23) CCOC(=O)N1CCN(C(=O)CN(Cc2ccccc2)S(=O)(=O)c2ccc(OC)c(Cl)c2)CC1
24) CNC(=S)SCCOc1ccccc1
Screen / compound no.,17,18,19,20,21,22,23,24
Jurkat NFkB inh,-3,12,-2,6,-1,15,-25,4
Gli-Sufu block,-3,9,0,-7,30,2,-3,15
Apaf1 inhib,13,-1,13,2,-6,1,6,-11
HKDC1 inh,-2,-6,-4,-2,-15,-2,-8,0
SENP7 block,-1,1,12,-1,1,8,-8,3
697 NFkB inh,4,-26,-36,-2,-2,11,-12,3
UBC13 polyUb,-1,-1,-1,-1,-3,-8,-10,-2
SENP8 block,-5,-6,5,-4,3,-6,-11,-1

25) Cc1ccc(N(C(=O)c2ccccc2Cl)C2=NC(C)CS2)c(C)c1 (centres undefined)
26) CCOC(=O)C(C(C)=O)=C1SC2CS(=O)(=O)CC2S1 (centres undefined)
27) CC(C)(C)C(=O)Nc1cc(S(=O)(=O)Nc2ccc(Cl)cc2)ccc1Cl
28) CCOC(=O)N/N=C/c1c(F)c(F)c(F)c(F)c1F
29) O=C(Nc1nc2ccccc2[nH]1)c1ccc(F)cc1
30) CC(C)n1c(S(=O)(=O)O)nc2ccccc21
31) CN(C)CCCN=Cc1c(O)n(Cc2ccc3c(c2)OCO3)c(=O)c2ccccc12
32) CCOC(=O)c1c(C)[nH]c(C)c1C(=O)COc1ncnc2cc([N+](=O)[O-])ccc12
Screen / compound no.,25,26,27,28,29,30,31,32
Jurkat NFkB inh,-5,-6,-11,10,-154,-23,-12,6
Gli-Sufu block,10,-4,10,6,-47,-1,.,-1
Apaf1 inhib,22,3,-3,-13,1,6,-2,-5
HKDC1 inh,-6,-10,-6,14,-9,11,.,-3
SENP7 block,3,-4,2,-4,93*,2,12,5
697 NFkB inh,-4,-21,-24,3,-169,1,-6,11
UBC13 polyUb,4,-9,6,0,15,0,13,2
SENP8 block,-6,-5,2,-4,79*,-8,-3,-4

33) CN1CCN(c2nc(Nc3ccc(O)cc3)nc3ccccc23)CC1
34) O=C(Oc1cccc2c(OC(=O)N3CCOCC3)cccc12)N1CCOCC1
35) O=C(N/N=C/c1ccoc1)c1cccc(OC(F)(F)C(F)F)c1
36) CCN(C(=O)COC(=O)/C=C/c1cnc2ccccc2n1)C1CCS(=O)(=O)C1 (centres undefined)
37) Cc1ccc(C)c(N2CCN(C(=O)c3ccc(NS(=O)(=O)c4c(C)noc4C)cc3)CC2)c1
38) O=C(Nc1cccc(Cl)c1Cl)c1ccc(-c2ccccc2)cc1
39) Nn1c(SCC(=O)N2CCCC2=O)nnc1-c1cccs1
40) COc1ccccc1-c1ccc(NC2CCCC2)nn1
Screen / compound no.,33,34,35,36,37,38,39,40
Jurkat NFkB inh,-18,2,-16,0,3,-38,-3,-44
Gli-Sufu block,29,-4,-10,56*,14,-24,-10,21
Apaf1 inhib,-10,2,-22,-9,29,-2,8,-2
HKDC1 inh,2,-2,3,0,0,-2,-5,-12
SENP7 block,-3,7,6,5,2,2,7,-6
697 NFkB inh,14,9,-3,19,-25,-29,-3,-56
UBC13 polyUb,24,-4,-3,0,-17,-1,2,2
SENP8 block,3,2,-14,3,0,-13,-12,-6

Part of the list above, set out differently.
entry	mol	Jurkat NFkB inh	Gli-Sufu block	Apaf1 inhib	HKDC1 inh	SENP7 block	697 NFkB inh	UBC13 polyUb	SENP8 block
14	CCc1nnc(NC(=O)c2ccc3ccccc3n2)s1	-81	-74	-5	13	0	-118	-1	-7
6	C=C(C)CC(c1ccccc1)N(C(C)=O)c1ccco1 (centres undefined)	-18	-10	7	-5	-3	-21	-4	-2

Remaining list, next part
41) COc1cc(SC)ccc1C(=O)N1CCN(S(=O)(=O)/C=C/c2ccccc2)CC1
42) Cc1cc(C(F)(F)F)nc(SCC(=O)Nc2nccs2)n1
43) COc1cc(/C=N/n2cnnc2-n2nc(C)cc2C)cc([N+](=O)[O-])c1O
44) COc1ccc(/C=C/C(=O)Nc2ccccc2F)cc1S(=O)(=O)N1CCOCC1
45) CN(C)c1ccc(-c2noc(C3CCN(S(=O)(=O)c4cccc(C(=O)O)c4)CC3)n2)cc1
46) O=C(CCN1CCOCC1)NC12CC3CC(CC(C3)C1)C2
47) COc1ccc(N2CCN(C(=O)c3cccc(F)c3)CC2)c([N+](=O)[O-])c1
48) CCOCCn1c(SCc2cccc(C)c2)nc2c1c(=O)[nH]c(=O)n2C
Screen / compound no.,41,42,43,44,45,46,47,48
Jurkat NFkB inh,1,9,3,-2,-5,-4,-7,20
Gli-Sufu block,-20,-4,8,-5,6,12,-4,4
Apaf1 inhib,2,8,-20,1,13,4,1,10
HKDC1 inh,-1,-6,-3,-4,11,-3,-5,-2
SENP7 block,-5,10,5,5,2,-5,0,4
697 NFkB inh,3,-18,18,2,19,-1,3,-19
UBC13 polyUb,-1,-5,-18,1,-8,2,-10,5
SENP8 block,2,-8,4,-7,-3,-10,12,-1

49) CC(Nc1cc(N2CCNCC2)ccc1[N+](=O)[O-])c1ccccc1 (centres undefined)
50) Cc1sc2ncnc(N(C)CCc3ccccn3)c2c1C
51) CCSc1nnc(NC(=O)CSc2nc3c(cc2C#N)CCCC3)s1
52) Cc1ccc(NC(=O)CCC(=O)NNC(=O)c2cccc([N+](=O)[O-])c2)cc1C
53) CCN(CC)c1ccc(NC(=O)COC(=O)C2CCN(c3ccc(C(F)(F)F)cn3)CC2)cc1
54) COc1cccc(CNC(=O)C2CCN(S(=O)(=O)N3CCCC3)CC2)c1
55) Nc1nonc1-n1nnc(C(=O)N/N=C/c2ccoc2)c1-c1ccccc1
56) COc1cc(/C=N/N=C2/NC(=O)C(c3ccccc3)S2)ccc1O (centres undefined)
Screen / compound no.,49,50,51,52,53,54,55,56
Jurkat NFkB inh,3,-2,-42,-13,8,-2,5,2
Gli-Sufu block,28,-5,-23,5,-9,-8,-15,2
Apaf1 inhib,6,7,-31,5,31,-4,1,-14
HKDC1 inh,-3,-5,-5,-5,1,-6,-2,0
SENP7 block,-4,-2,3,2,6,3,4,8
697 NFkB inh,-5,12,-212,4,4,8,2,-1
UBC13 polyUb,-26,-4,15,-9,-6,7,-3,-20
SENP8 block,-6,-9,1,0,-3,-2,2,1

57) O=C(NCCOc1ccccc1)c1ccccc1
58) Cc1ccc2scc(CN3CCCC3)c2c1
59) COc1cccc(NC(=S)N(CCC(C)C)C2CCN(C(C)=O)CC2)c1
60) O=C(c1ccco1)N1CCN(CC(=O)N2c3ccccc3CCc3ccccc32)CC1
61) Cc1ccc(CNS(=O)(=O)c2cc3c4c(c2)C(C)C(=O)N4CCC3)cc1 (centres undefined)
62) Nc1ncnc(Nc2cc(C(F)(F)F)cc(C(F)(F)F)c2)n1
63) Cc1noc(C)c1S(=O)(=O)N(C)C[C@H]1Oc2ccc(NC(=O)Cc3ccccc3)cc2C(=O)N([C@H](C)CO)C[C@@H]1C
Screen / compound no.,57,58,59,60,61,62,63
Jurkat NFkB inh,-130,9,16,-7,29,-32,6
Gli-Sufu block,-58,5,3,11,15,-4,-6
Apaf1 inhib,-10,8,1,2,4,-17,2
HKDC1 inh,-8,2,7,-5,-1,2,-3
SENP7 block,21,3,5,-2,-3,6,-6
697 NFkB inh,-75,5,6,-6,4,-47,15
UBC13 polyUb,-10,6,0,5,1,3,15
SENP8 block,0,7,-6,-2,-5,2,0
